High-throughput results (PubChem)
TbPYK inhibitor – qHTS of Trypanosoma Brucei Inhibitors. TbPYK enzyme, Kinase-Glo Plus ATP luminescence, 45 min. 410,000 compounds, 0.12% hits. Potency, µM (top dose mostly 76.8 µM), for inactives: at the top dose activity, negative = inhibition, most hits filed as inhibitors; also: nearly all actives have a fitted effect of over 50% in size
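Glycolytic pyruvate kinase of T. brucei was incubated with substrate, test compound and 130 uM ADP for 45 minutes at room temperature. Luminescent Kinase-Glo Plus signal was measured after 10 minutes.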
HCV inhibitor – qHTS Assay for Inhibitors of Hepatitis C Virus (HCV); Huh7.5.1 HCVcc-Cre infection, luciferase reporter, 44 h; Potency, µM (titrated, usually from 41.8 µM), without a hit: top-dose activity change, negative = inhibition, usual class: inhibitors; 340,000 compounds, 3.4% hits
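1,000 cells/well; 4 h culture; + compound; + HCVcc-Cre (~0.5 moi); 44 h; luciferase substrate, RT 15 min; read 15 sec.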
* hit, by the source's call; ? = inconclusive; [ ] = dose if it differs, or a comment. Calls follow the shape of the dose curve; as a rule, active = well fitted curve in the direction sought with a large enough effect; inconclusive = small, poorly fitted or top-dose-only effect, or another doubt; inactive = no such curve, though single readings can be large; an effect the other way counts as inactive or inconclusive. % is scaled to controls: 0 for no effect and ±100 for the full control effect; potency is read from the fitted curve at half-maximal effect. The list is partial. The share of hits here may be higher or lower than overall.

Values in the order – TbPYK inhibitor | HCV inhibitor
COc1ccc2[nH]c3c(c2c1)CCN1C(=O)C(CC(=O)NCCN2CCOCC2)C[C@H](C(=O)N2CCOCC2)[C@@]31CCC1CCCC1 (stereo partly specified)
 : -4% | 7%
CC1([N+](=O)[O-])COC2(CCCCC2)OC1
 : 1% | 8%
CC(=O)N1CCN(C(=O)c2ccc(C)c(S(=O)(=O)N3CCCCC3)c2)CC1
 : 4% | 10%
CCOC(=O)C1=C(C)N(CCCC(=O)O)C(=O)NC1c1ccccc1OS(=O)(=O)c1ccc([N+](=O)[O-])cc1 (stereo unspecified)
 : 3% | 16%
CCOC(=O)c1cocc1C(=O)O
 : -7% | 33%[activator]
O=C(NNC(=O)c1ccncc1)Nc1ccc(Br)cc1
 : -2% | 5%
CCCc1cc(=O)[nH]c(SCC(=O)N2c3ccccc3NC(=O)C2(C)C)n1
 : 4% | -6%
Cc1cccc(C(=O)NCC(=O)OCC(=O)NC2CCCCC2)c1
 : 4% | -2%
COc1ccc(-c2cc(C(=O)OCC(=O)N3CCOCC3)c3ccccc3n2)cc1
 : -2% | ?
O=C(Nc1ccc(F)c(Cl)c1)C1CC(=O)N(Cc2ccccc2)C1 (stereo unspecified)
 : 2% | -7%
O=C(CNC1CCCCC1)Nc1cccc([N+](=O)[O-])c1
 : -3% | -9%
COc1ccc(C=NNC(=S)NN=Cc2ccc(OC)c(OC)c2)cc1OC
 : 8% | -21%
O=C(COC(=O)c1c(F)cccc1F)NCc1cccs1
 : -4% | 2%
COc1cc(NC(=O)Cn2cnc(C(=O)Nc3ccc(C)c(C)c3)n2)cc(OC)c1OC
 : 4% | 12%
O=C(C[C@@H]1C/C=C\CCCC(=O)OC[C@@H](c2ccccc2)NC1=O)NCCO
 : -7% | 39%[activator]
CC(=O)OCC(=O)C1(O)CCC2C3CC(C)C4=CC(=O)CCC4(C)C3C(O)CC21C (stereo unspecified)
 : 4% | 8%
O=C(O)CNC1c2ccccc2CSc2ccccc21 (stereo unspecified)
 : -12% | 7%
O=C(C=Cc1cccs1)c1cccs1
 : -2% | -20%
CC1CN(Cc2nc3c(c(=O)n(C)c(=O)n3C)n2CCc2ccccc2)CC(C)O1 (stereo unspecified)
 : 1% | -11%
C[C@@]12C(=O)Nc3cc(F)c(F)cc3C(=O)N1[C@H]1c3ccccc3OC[C@@H]1[C@@H]2c1ccccc1
 : 1% | ?
c1nc(C2CCCCC2)cc2cc3c(cc12)OCO3
 : 2% | -14%
CN(C)S(=O)(=O)NC(=O)C1=C(N2CCCC2)COC1=O
 : 1% | ?
O=C(NC1CCCCC1)c1cccc2c1C(=O)c1ccc(N3CCC(Cc4ccccc4)CC3)cc1S2(=O)=O
 : 3% | -18%
CC(=O)Oc1cc2c(c3ccccc13)CCC2=O
 : 0% | ?
CC(C)C(NC(=O)c1ccc(Cl)cc1Cl)C(=O)N1CCC1 (stereo unspecified)
 : 7% | -8%
CCOC(=O)Cc1csc(SCC(=O)N2CCN(c3ccccc3)CC2)n1
 : 4% | 1%
COc1cccc(NC(=S)NC(=O)Cc2ccccc2)c1
 : -1% | 3%
COc1cc(C(=O)NC(=S)N2CCN(C)CC2)cc(OC)c1OC
 : -7% | 2%
O=C(Nc1cccc(S(=O)(=O)N2CCOCC2)c1)C1CC1
 : 0% | 11%
CCCCC(CC)CN1CN(CC(CC)CCCC)CC(C)(N)C1 (stereo unspecified)
 : -2% | 20%
O=[N+]([O-])c1ccccc1/C=N/NC1=NCCN1
 : 2% | 8%
CC(C)[C@H](NC(=O)c1ccccc1F)C(=O)OCC(=O)Nc1sccc1C(N)=O
 : 0% | ?
Cc1ccc(NC(=O)c2nc[nH]c2C(=O)NCCN(CCNC(=O)c2[nH]cnc2C(=O)Nc2ccc(C)cc2)CCNC(=O)c2[nH]cnc2C(=O)Nc2ccc(C)cc2)cc1
 : 0% | 6%
C=CC[C@@H](CC(=O)N(CCO)Cc1ccccc1)C(=O)NC[C@H](OC(=O)[C@@H](CC=C)Cc1ccc(F)cc1)c1ccccc1
 : 3% | ?
C[C@]1(O)CCC2C3CC[C@H]4C[C@@H](OC(=O)CNC(=O)CN)CC[C@]4(C)C3CC[C@@]21C (stereo partly specified)
 : 3% | ?
Cn1c(N)c(C(=O)COC(=O)c2cccc(S(=O)(=O)NCc3ccccc3)c2)c(=O)n(C)c1=O
 : 1% | -8%
Cc1ccc(NC(=O)c2nc3nccc(C)n3n2)cc1S(=O)(=O)N1CCCCC1
 : 0% | ?
Cc1ccc(Cl)cc1NC(=O)COC(=O)CSc1ccccc1
 : 1% | 7%
COCCN(C(=O)c1ccc2c(c1)S(=O)(=O)N=C1CCCCCN12)c1c(N)n(CC(C)C)c(=O)[nH]c1=O
 : -10% | 19%
Cc1ccc(C)c(S(=O)(=O)N2CCN(C(=O)[C@H](Cc3ccccc3)NC(=O)c3ccco3)CC2)c1
 : 6% | -2%
Cn1nnnc1SCC(=O)Nc1nc2c(F)c(F)c(F)cc2s1
 : 2% | 10%
N#Cc1c(C#N)c(SSc2c(C#N)c(C#N)c(N)n2-c2ccccc2)n(-c2ccccc2)c1N
 : 0.89µM* | ?
Cc1ccc(S(=O)(=O)Oc2ccccc2)cc1
 : -1% | 6%
O=C(NCCO)c1c(-c2ccc3c(c2)OCO3)noc1-c1ccsc1
 : -7% | -11%
CC12CCC(=O)N1C(C(=O)NCCc1ccc(F)cc1)CS2 (stereo unspecified)
 : -9% | 8%
O=C(NCc1ccccc1)c1ccccc1
 : -6% | 6%
CC[C@@]1(C(=O)OC)N[C@H](CN(C)C(=O)C2CCCCC2)[C@@H]2C(=O)N(Cc3ccccc3)C(=O)[C@@H]21
 : 3% | 36%[activator][8.37 µM]
Cc1occc1C(=O)Nc1ccccc1NC(=O)c1ccoc1C
 : -9% | 2%
O=C(O)c1ccccc1-c1cc2ccccc2[nH]1
 : 2% | 19%
COc1cc(Br)ccc1NC(=O)c1ccccc1-c1ccccc1C(=O)O
 : -19% | 9%
O=C(NN=Cc1cc(Br)c(O)c(Br)c1)c1ccccc1NS(=O)(=O)c1cccs1
 : -5% | 22%
C#Cc1ccc([C@@H]2C=C(C(=O)NC3CC3)O[C@H](OCc3ccc(CO)cc3)C2)cc1
 : -6% | 10%
Nc1nc2ccccc2n1/N=C/c1cccnc1
 : -2% | 31%[activator]
O=C1C(=C(I)I)c2ccccc2-c2ccccc21
 : -31% | 8.9µM*
COc1cc(C2CC(=O)Oc3cc(OC)c(OC)c(OC)c32)cc(OC)c1OC (stereo unspecified)
 : -9% | ?
C=CCSc1nc2ccccc2n1S(=O)(=O)c1ccc(Cl)cc1
 : 4% | -3%
O=C(COc1ccc(-n2cnnn2)cc1)Nc1ccc(F)cc1
 : -4% | 8%
O=C(COc1ccc(-n2cnnn2)cc1)Nc1ccc(Br)cc1F
 : 2% | -4%
N#CCCN(C(=O)COC(=O)c1n[nH]c2ccccc12)c1ccccc1
 : 2% | -3%
CCOc1ccc(NC(=O)CN(C)C(=O)C2CCN(C(=O)Nc3ccccc3)CC2)cc1OCC
 : 8% | 3%

Further results follow.
Values in the order – TbPYK inhibitor | HCV inhibitor
CC(=O)c1sc(Nc2cccc3ccccc23)nc1C
 : 1% | -12%
COc1cc(-n2c(=O)c3ccccc3n(Cc3cccnc3)c2=O)cc(OC)c1OC
 : 9% | 17%
O=C(NC1CCC(O)CC1)c1cc(Cl)c2c(c1)OCCO2 (stereo unspecified)
 : 2% | 10%
COCCN(CC(=O)Nc1cccc(C)c1C)C(=O)C1(c2ccc(Cl)cc2)CCC1
 : -9% | -13%
O=C(COC(=O)Cc1ccccc1F)NC(=O)NC1CCCC1
 : 0% | 7%
CCCCSc1ncnc2c1ncn2C1CCCCO1 (stereo unspecified)
 : 0% | -6%
CN(Cc1cccs1)C(=O)COc1cccc2c1OC(C)(C)C2
 : -5% | -2%
COc1cccc(CNC(=O)COC(=O)C23CC4CC(CC(Cl)(C4)C2)C3)c1
 : 0% | -3%
N#Cc1ccc(OCC(=O)NNC(=S)NC(=O)C2CC2)cc1
 : -19% | -3%
C[C@]12CCC3C(CC[C@H]4C[C@@H](O)CC[C@]34C)C1C[C@@H](N)[C@@H]2O (stereo partly specified)
 : -2% | ?
COC(=O)C1=C(c2ccc(F)cc2OCc2ccccc2)C[C@@H]2CC[C@H]1N2C(=O)NCc1ccc(C(F)(F)F)cc1
 : -12% | ?
CN(Cc1ccccc1N1CCCC1)C(=O)c1cc2ccccc2o1
 : -3% | ?
CC(=O)Nc1ccc(C(=O)NNC(=O)CCCCC(=O)NNC(=O)c2ccc(NC(C)=O)cc2)cc1
 : 4% | 10%
O=C(CCn1c(=O)oc2ccccc21)N(Cc1ccccc1)c1ccccn1
 : -1% | 17%
CN(c1ccccc1)P(=O)(N1CC1)N1CC1
 : -14% | -10%

Compound profiles, from the list above:
O=C(NC1CCC(O)CC1)c1cc(Cl)c2c(c1)OCCO2 (stereo unspecified) is listed with TbPYK inhibitor: 2%; HCV inhibitor: 10%
CN(c1ccccc1)P(=O)(N1CC1)N1CC1 is listed with TbPYK inhibitor: -14%; HCV inhibitor: -10%
O=C(COC(=O)Cc1ccccc1F)NC(=O)NC1CCCC1 is listed with TbPYK inhibitor: 0%; HCV inhibitor: 7%

Next part:
Values in the order – TbPYK inhibitor | HCV inhibitor
O=C(CCN1CCOCC1)NNC(=O)c1ccc(Cl)c([N+](=O)[O-])c1
 : 0% | 10%
COc1ccccc1NS(=O)(=O)c1cc(NC(=O)c2ccc(Cl)nc2)ccc1N1CCCC1
 : ? | ?
C=CC[C@H](CC(=O)N[C@H](CO)Cc1ccccc1)C(=O)N[C@@H](COC(=O)[C@@H](CC=C)CC(=O)OC(C)(C)C)Cc1c[nH]c2ccccc12
 : -1% | ?
O=C(COC(=O)c1ccc([N+](=O)[O-])cc1)Nc1ccccc1C(=O)NC1CC1
 : 0% | 9%
CN(CC(=O)Nc1ccc(OC(F)F)cc1)S(=O)(=O)/C=C/c1ccccc1
 : 2% | ?
CCC1([N+](=O)[O-])COP(=O)(NCc2cccnc2)OC1 (stereo unspecified)
 : -1% | 30%[activator]
Nc1ncnc2c1ncn2[C@@H]1O[C@H](CNC(=O)[C@@H](N)COCc2ccccc2)[C@@H](O)[C@H]1O
 : 2% | -3%
COc1ccc(C(C)=O)cc1COC(=O)C1CCN(C(=O)c2ccc(Cl)cc2)CC1
 : -2% | -3%
O=C1OC[C@@H]2CCCN2C(=O)[C@@H](CC(=O)N(CCO)Cc2ccccc2)C/C=C\C[C@@H]1Cc1ccc(F)cc1
 : -5% | 12%
CC(c1ccccc1)C(OC(=O)c1cccc([N+](=O)[O-])c1C(=O)O)c1ccccc1 (stereo unspecified)
 : 2% | -11%
C[C@@H](C(=O)Nc1ccccc1N1CCOCC1)N1C(=O)C2CCCCC2C1=O (stereo partly specified)
 : -2% | 1%
Cc1ccc(C(=O)OCC(=O)c2ccc(Br)cc2)cc1S(=O)(=O)N1CCOCC1
 : 8% | 3%
COc1cc(OC)cc(-c2c(C#Cc3ccsc3)c3cc(-c4ccc(N(C)C)nc4)ccc3n2C)c1
 : -7% | -7%
Cc1cc(C(=O)OCC(=O)N2CCOCC2)c(C)n1-c1ccccc1
 : -8% | -3%
Cc1c(Cl)cccc1NC(=O)CNC(=O)Cc1n[nH]c(=O)c2ccccc12
 : 0% | 4%
Cc1ccsc1C(=O)NCc1ccc(Cl)cc1
 : 0% | 4%
CNS(=O)(=O)c1cccc(C(=O)OCC(=O)N2CCN(C(=O)c3ccco3)CC2)c1
 : 0% | 18%
CC(=O)Nc1cccc(OCCCOc2cccc([N+](=O)[O-])c2)c1
 : -6% | ?
O=C(Nc1ccc(Cl)c(Cl)c1)Nc1cc(C(=O)N2CCOCC2)ccc1N1CCCCC1
 : 0% | 3%
Nc1ncnc2c1ncn2[C@@H]1O[C@H](CNC(=O)[C@@H](N)C2CCCCC2)[C@@H](O)[C@H]1O
 : 1% | 15%
CN(C(=O)c1cccc(NC(=O)Cc2cccc(NC(=O)C3CCN(C(=O)C4CC4)CC3)c2)c1)C1CCC1
 : 0% | -17%[8.37 µM]
COC(=O)c1c(C)[nH]c(C(=O)OCC(=O)c2ccc(C)s2)c1C
 : 2% | 11µM*
OC1(c2ccc(Cl)cc2)CCN(Cc2c[nH]c3ccccc23)CC1
 : -5% | -22%
COc1ccc([C@H]2/C=C\CN(S(=O)(=O)c3cccc4cccnc34)[C@@H](C)C(=O)N2Cc2ccc(F)cc2)cc1
 : -6% | ?
CC(C)OCc1ccc(C(=O)N2CCN(CC(=O)N3CCCC3)CC2)cc1
 : -1% | 5%
CCOC(=O)c1ccc2[nH]c(C)c(CN3CCN(C)CC3)c(=O)c2c1
 : -3% | -24%
CSc1ccccc1NC(=O)COc1ccc2c(c1)OCO2
 : 0% | ?
O=C(NNc1ccccc1)C(=O)NNc1ccccc1
 : 8% | 1%
COC1=C(Br)C(=O)c2ncccc2C1=O
 : -7% | ?
COC(=O)C1=C(c2ccc(Cl)c(C(F)(F)F)c2)C[C@@H]2CC[C@H]1N2C(=O)N1CCC(O)(c2ccc(Cl)cc2)CC1
 : 1% | 10µM*
CCOC(=O)c1c(C)[nH]c(C)c1C(=O)COC(=O)c1cccnc1OCC
 : 0% | 7%

Given tab-delimited: part of the list above.
mol	TbPYK inhibitor	HCV inhibitor
COC(=O)C1=C(c2ccc(Cl)c(C(F)(F)F)c2)C[C@@H]2CC[C@H]1N2C(=O)N1CCC(O)(c2ccc(Cl)cc2)CC1	1%	10µM*
CCOC(=O)c1ccc2[nH]c(C)c(CN3CCN(C)CC3)c(=O)c2c1	-3%	-24%
